HCMV inh: blocks human cytomegalovirus replication. AID 1259415. hit rate 4.5% among 410,000. HFF cells, HCMV-luciferase reporter, 72 h; active compounds read low. activity change, negative = inhibition, % at 57.5 µM; in the data active = activity change below about -60%; inconclusive = no clear call, values can overlap the other calls; inactive = above about -39%
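Steps: HFFs plated, 16 h 37C; compounds added; HCMV-luciferase added to MOI 1 PFU/cell; 72 h 37C; OneGlo reagent, 5 min room temperature; luminescence read, normalized to controls.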
Sm TGR inh: inhibitors of Schistosoma mansoni thioredoxin glutathione reductase. Potency, µM (titrated, usually from 114 µM), inactives show at the top dose activity change, negative = inhibition, most hits filed as inhibitors. hit rate 3% among 360,000. purified TGR, DTNB reduction, TNB absorbance 405 nm. Q962Y6; note: potency is the fitted concentration of half-maximal effect; nearly all actives have a fitted effect of over 60% in size
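TGR 20 nM + NADPH 100 uM (dispensed conc.), cpd preinc 15 min RT; start with NADPH (500 uM addition) then DTNB (15 mM addition). Kinetic TNB absorbance, 405 nm filter. Four-parameter Hill fit across titration.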
AmpC detergent: AmpC beta-lactamase inhibition with detergent present. AmpC hydrolysis of nitrocefin, absorbance 480 nm, 0.01% Triton. hit rate 0.041% among 370,000. Potency, µM (doses to about 114 µM), inactives show at the highest dose activity change, negative = inhibition, most hits filed as inhibitors. AID 485294;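 note: potency is the fitted concentration of half-maximal effect; 0% = no-compound wells and -100% = no-enzyme wells; nearly all actives have a fitted effect of over 25% in size; some results filed as inactive show a strong effect at the top dose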
Target sequence (P00811 whole entry, looked up): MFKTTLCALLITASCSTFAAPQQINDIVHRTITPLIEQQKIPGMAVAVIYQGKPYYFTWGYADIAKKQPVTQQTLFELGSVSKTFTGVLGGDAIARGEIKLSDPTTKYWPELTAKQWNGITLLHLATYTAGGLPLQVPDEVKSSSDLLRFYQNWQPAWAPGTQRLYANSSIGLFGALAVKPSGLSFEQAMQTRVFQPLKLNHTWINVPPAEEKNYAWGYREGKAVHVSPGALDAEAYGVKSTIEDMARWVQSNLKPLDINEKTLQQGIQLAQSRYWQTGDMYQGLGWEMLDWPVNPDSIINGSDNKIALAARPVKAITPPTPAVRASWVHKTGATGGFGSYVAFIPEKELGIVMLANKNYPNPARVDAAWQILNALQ
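AmpC (5.3 nM in the dispensed reagent) in 20 mM phosphate pH 7.0 with 0.01% (detergent screen) or 0.0001% Triton X-100 was preincubated with compounds for 15 min at room temperature. Nitrocefin was then added from an 800 uM solution, and hydrolysis was followed at 480 nm.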
AMA1-RON2 inh: disrupts binding of P. falciparum AMA1 to RON2; AlphaScreen AMA1-biotinylated RON2 peptide binding; Potency, µM (top dose mostly 58.2 µM), for the others: at the top dose activity change, negative = inhibition, usual class: inhibitors; hit rate 0.2% among 360,000;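 note: potency is the fitted concentration of half-maximal effect; 0% = vehicle wells and -100% = peptide control; nearly all actives have a fitted effect of over 45% in size; some results filed as inactive show a strong effect at the top dose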
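AMA1 (3D7) with his tag at 25 nM final met compounds first, then biotinylated RON2 peptide at 25 nM; detection used donor plus acceptor beads, 10 µg/mL apiece, read by AlphaScreen after 30 min at room temperature.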
FBPA Giardia inh: blocks Giardia fructose-bisphosphate aldolase activity; Potency, µM (doses to about 59.6 µM), inactives show at the top dose activity, negative = inhibition, hits mostly inhibitors; A8B2U2; hit rate 0.71% among 290,000; purified Giardia FBPA; note: potency is the fitted concentration of half-maximal effect; nearly all actives have a fitted effect of over 55% in size
Target sequence (A8B2U2 whole entry, looked up): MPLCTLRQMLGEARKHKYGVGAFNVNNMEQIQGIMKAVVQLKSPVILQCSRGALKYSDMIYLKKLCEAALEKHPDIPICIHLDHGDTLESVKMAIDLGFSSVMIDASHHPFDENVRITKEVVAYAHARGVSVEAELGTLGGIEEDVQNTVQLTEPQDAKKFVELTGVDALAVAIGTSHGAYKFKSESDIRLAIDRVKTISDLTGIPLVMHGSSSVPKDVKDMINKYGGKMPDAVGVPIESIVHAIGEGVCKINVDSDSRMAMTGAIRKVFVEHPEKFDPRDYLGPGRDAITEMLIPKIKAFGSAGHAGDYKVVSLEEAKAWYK
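Giardia FBPA (40 nM reagent) was preincubated 10 min at RT with compound (up to 57.5 uM final), then substrate plus GAPDH/TPI/NAD/arsenate coupling system with diaphorase/resazurin was added; resorufin fluorescence (525/598 nm) was read after 20 min.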
AmpC inh no detg: AmpC beta-lactamase inhibition without detergent; P00811; AmpC nitrocefin hydrolysis, absorbance 480 nm, 0.0001% Triton; Potency, µM (highest dose often 57.1 µM), inactives show top-dose activity change, negative = inhibition, usual class: inhibitors; hit rate 0.52% among 330,000;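 note: potency is the fitted concentration of half-maximal effect; plate controls were no compound for no effect and no enzyme for full effect; nearly all actives have a fitted effect of over 20% in size; some results filed as inactive show a strong effect at the top dose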
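20 mM phosphate pH 7.0 + 0.01% (detergent screen) or 0.0001% Triton X-100; 5.3 nM AmpC reagent; cpd preinc 15 min RT; nitrocefin (800 uM stock) to start; A480 q20 s × 4 min; Activity was normalised to no-enzyme and no-compound control wells.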
Active calls of the source: *; u = inconclusive; x = no result given; [ ] = another dose, or the depositor's remark. Unless noted, calls come from the whole dose curve; as a rule, active = well fitted curve in the direction sought with a large enough effect; inconclusive = small, poorly fitted or top-dose-only effect, or another doubt; inactive = no such curve, though single readings can be large; an effect the other way counts as inactive or inconclusive. Unless noted, % is set by controls: 0 for no effect and ±100 for the full control effect. Hits appear at their usual frequency. Share with any hit: about 7.8%.

Every second line gives: HCMV inh, AMA1-RON2 inh, AmpC inh no detg, Sm TGR inh, FBPA Giardia inh, AmpC detergent
O=C(Nc1cccc(S(=O)(=O)N2CCOCC2)c1)c1cn(-c2ccccc2)nc1-c1ccc(F)cc1
 : -23, 0%, u, 7%, 0%, -11%
CC(C)(C)c1ccc(Oc2ccc(NC(=O)c3ccco3)cn2)cc1
 : -103*, -1%, -5%, 4%, -5%, 7%
Nc1nc(-c2ccccc2)cc(-c2ccccc2)n1
 : 109, 5%, -3%, 39%[activator], 2%, u
N#Cc1ccccc1NC(=O)COC(=O)c1ccc(S(=O)(=O)N2CCCC2)cc1
 : 0, -5%, -11%, u, 5%, u
O=[N+]([O-])c1ccc(/C=N/Nc2ncc(-c3ccccc3)cn2)cc1
 : 18, 1%, -20%, 5%[57.1 µM], 0%, 0%
COc1ccc(C(=O)NC2=Nc3ccccc3N=C(C)C2c2ccccc2)cc1 (centres undefined)
 : 48, 5%, -54%, -6%, -20%, 6%
Cc1ccc(S(=O)(=O)N2CCOCC2)cc1C(=O)N1c2ccccc2Sc2ccccc21
 : -39, -1%, 38%, 4%, -7%, u
CCc1nnc(NC(=O)CN2CCN(c3ccccc3OC)CC2)s1
 : -4, 14%, 8%, 6%, -27%, -3%
CCCC1(C(=O)O)NC(c2ccccc2O)C2C(=O)N(Cc3ccccc3)C(=O)C21 (centres undefined)
 : -6, 113%[activator], 3%, 0%, -16%, -15%
CC(=O)/C(CN1CCCCC1)=N\O
 : -11, 5%, -10%, 0%, u, -7%
COCCCNc1nc2ccccc2nc1NS(=O)(=O)c1cc(Cl)ccc1Cl
 : u, 4%, -24%, 1%, 1%, -4%
CC(C)(C)c1nnc(NC(=O)CCn2cnc3ccccc3c2=O)s1
 : 19, -7%, 12%, x, 3%, 3%
O=C(Oc1ccc(NC2=NS(=O)(=O)c3ccccc32)cc1)c1cccnc1
 : u, -4%, -20%, 4%, 9%, -9%
COc1cc(CCCN2CCNC[C@@H]2Cc2ccc(O)cc2)cc(OC)c1OC
 : 53, 0%, -28%, -1%, x, -11%
NS(=O)(=O)c1ccc(N2CCOCC2)c(C(=O)NCc2cccs2)c1
 : -21, 0%, -13%, x, x, x

Complete entries, quoted from the list.
Results for `NS(=O)(=O)c1ccc(N2CCOCC2)c(C(=O)NCc2cccs2)c1` → HCMV inh = -21; AMA1-RON2 inh = 0%; AmpC inh no detg = -13%; Sm TGR inh = x; FBPA Giardia inh = x; AmpC detergent = x
Results for `O=C(Nc1cccc(S(=O)(=O)N2CCOCC2)c1)c1cn(-c2ccccc2)nc1-c1ccc(F)cc1` → HCMV inh = -23; AMA1-RON2 inh = 0%; AmpC inh no detg = u; Sm TGR inh = 7%; FBPA Giardia inh = 0%; AmpC detergent = -11%
Results for `O=C(Oc1ccc(NC2=NS(=O)(=O)c3ccccc32)cc1)c1cccnc1` → HCMV inh = u; AMA1-RON2 inh = -4%; AmpC inh no detg = -20%; Sm TGR inh = 4%; FBPA Giardia inh = 9%; AmpC detergent = -9%

Continued:
Every second line gives: HCMV inh, AMA1-RON2 inh, AmpC inh no detg, Sm TGR inh, FBPA Giardia inh, AmpC detergent
CC(C)(C)OC(=O)C[C@H]1C/C=C\C[C@@H](CC(=O)N(CCO)Cc2ccccc2)C(=O)N[C@H](Cc2c[nH]c3ccccc23)COC1=O
 : 9, -21%, 244%[activator], x, x, x
C=CCNC(=O)c1cccc(Br)c1
 : 7, -22%, -11%, 2%, 1%, -11%
Cc1ccc(-c2cc(C(=O)NCCCn3ccnc3)no2)cc1
 : 21, -7%, 1%, 5%, 2%, -4%
COc1ccc(-c2sc3ccc(N4CCOCC4)cc3c2C#CC(C)(C)O)cc1
 : -32, -1%, 166%[activator], -19%, x, 7%
CC(C(=O)Nc1ccc(Cl)cc1)N(C)Cc1cccs1 (centres undefined)
 : -22, 2%, -9%, 11%, 7%, u
Nc1c(N(Cc2ccccc2)C(=O)CCc2ccccc2)c(=O)[nH]c(=O)n1Cc1ccccc1
 : u, -6%, -31%, -9%, x, -19%
O=C(Nc1ccc2c(c1)OCO2)c1cccn(Cc2ccccc2)c1=O
 : 22, x, x, 15%, x, 6%
COc1ccc2oc(C(=O)OC(C)C(=O)N3CCC(C)CC3)c(C)c2c1 (centres undefined)
 : -32, -20%, 144%[activator], -2%, x, 6%
CC(C)(C)OC(=O)N1CCCN(C(=O)Nc2ccccc2)CC1
 : -23, 1%, -13%, -9%, -4%, u
C=CCOc1cccc(C(=O)/C=C2/C(=O)Nc3ccccc32)c1
 : -6, u, -30%, -25%, -7%, -7%
COc1ccc(/C=C/C(=O)NCCn2c(C)cc3ccccc32)cc1OC
 : -26, -1%, 3%, 2%, 1%, u
COc1cccc(NC(=O)CN2CCN(c3nc(-c4cccc(OC)c4)cs3)CC2)c1
 : 0, -14%, 3%, -6%, -8%, -5%
Cc1ccc(CNC(=O)c2nc(SCc3ccccc3F)ncc2Cl)cc1
 : -1, x, x, 1%, x, 21%
O=C(Nc1ccc2c(c1)OCO2)c1cnn2c1NC(c1ccco1)CC2C(F)(F)F (centres undefined)
 : 24, -10%, -31%, 4%, 0%, -3%
Cc1oc2ccc(OCc3cccc(Cl)c3)cc2c1C(=O)O
 : 19, -8%, -20%, -8%, -21%, -4%
O=C(CS(=O)CC(=O)N(CC(=O)NC1CCCC1)C1CCCC1)Nc1ccc(F)cc1 (centres undefined)
 : 8, 5%, 23%, 0%, -1%, -15%
c1ccc(-n2c(-c3ccco3)nnc2-c2ccco2)cc1
 : 9, -5%, -4%, -19%, -3%, -8%
COc1ccc(CCNS(=O)(=O)c2ccc3[nH]c(=O)[nH]c3c2)cc1
 : 4, 4%, -12%, x, x, x
CC(=O)Nc1ccc(C(=O)OCC(=O)Nc2ccc(S(=O)(=O)N3CCOCC3)cc2)cc1
 : 16, -15%, -38%, x, x, x
O=C(/C=C1\SC(=O)NC1=O)Nc1ccc(C(=O)O)cc1
 : 19, -11%, 0%, 10%, -3%, -10%
CCOc1ccccc1CNS(=O)(=O)c1ccc2[nH]c(=O)sc2c1
 : 23, 5%, u, -3%, u, -6%
O=C(CSc1nc2ccccc2s1)c1cc2ccccc2o1
 : -23, 55%[activator], x, -10%, 2%, 0%
CN(C)S(=O)(=O)c1cccc(NC(=O)CN2C(=O)NC(Cc3c[nH]c4ccccc34)C2=O)c1 (centres undefined)
 : -26, 9%, -53%, 25%, -3%, 5%
COc1ccc(CNC(=O)C(C)Sc2nc(-c3ccccc3)cc(C(F)(F)F)n2)cc1 (centres undefined)
 : u, x, x, -3%, x, -4%
O=C(NCc1ccco1)c1ccccc1
 : 38, -3%, -21%, 5%, 0%, u
Cc1ccc(C2=NCCNC2=O)c(C)c1
 : 13, 26%, -9%, -24%, 0%, -6%
CC(c1ccccc1)n1c(-c2ccncc2)n[nH]c1=S (centres undefined)
 : -22, 9%, -5%, -20%, -24%, -3%
CN(c1ccccc1)S(=O)(=O)c1ccc(C(=O)N2CCN(c3ccccc3Cl)CC2)cc1
 : -25, -8%, 16%, x, x, x
CCC(=NCc1ccco1)c1c(O)n(-c2ccccc2C)c(=O)[nH]c1=O
 : 23, -14%, -14%, u, 2%, -4%
O=C1N=C2SCCN2/C1=C\c1ccccc1Cl
 : -17, -2%, -60%, 6%, -13%, -4%
Cc1nc(Sc2nnnn2-c2ccccc2)c(C#N)c(C)c1C
 : -14, -6%, -11%, 1%, -6%, u
CN1CCC(N(C)C(=S)Nc2ccc(F)cc2)CC1
 : -19, -2%, -16%, -18%, u, -14%
Nc1c(Cl)ncnc1NCc1cccnc1
 : -12, -5%, -8%, -6%, -1%, -1%
COc1ccc(NC(=O)C2CCN(S(=O)(=O)c3cccc4nonc34)CC2)cc1OC
 : -18, -5%, -14%, 1%, -2%, -4%
O=S(=O)(NCCCc1ccccc1)c1ccc(F)c(F)c1
 : -2, 19%, -30%, -1%, 5%, 0%
O=C(Nc1ccccc1-c1ccccc1)c1ccc(NC(=O)c2ccco2)cc1
 : -30, -13%, -22%, -5%, 1%, u
Cc1nc2c(C(=O)O)cnn2c(C)c1Cc1ccccc1F
 : 50, -8%, -12%, -1%, 23%, -10%
CCCCn1nnnc1SCC(=O)N1CCOCC1
 : -16, 14%, -23%, -1%, -9%, 3%
COCc1nnc(NC(=O)c2ccc(OC)cc2OC)s1
 : 51, -1%, 12%, x, -4%, -6%
CCC(=O)N1CCc2cc(-c3csc(NC(=O)c4ccco4)n3)ccc21
 : 43, -2%, 7%, -10%, -15%, -6%
CC1CCCC(NC(=O)COC(=O)c2cc(S(=O)(=O)N3CCCCC3)ccc2N2CCOCC2)C1C (centres undefined)
 : 49, 5%, 134%[activator], -2%, -1%, 1%
CC(=O)Nc1ccc(NC(=O)CN(c2cccc([N+](=O)[O-])c2)S(C)(=O)=O)cc1
 : -19, -10%, -8%, 10%, -7%, -4%
CCCC12C(=O)C(C)(C(c3ccccc3)=C1c1ccccc1)C1C(=O)N(c3ccc(C)cc3)C(=O)C12 (centres undefined)
 : -87*, -22%, -20%, 34%, 0%, 2%
Cc1c(N=C2SC(CC(=O)Nc3ccccc3)C(=O)N2CCN2CCOCC2)c(=O)n(-c2ccccc2)n1C (centres undefined)
 : -30, 5%, 152%[activator], -2%, 3%, 0%

Shown with each value named: part of the list above.
> COCc1nnc(NC(=O)c2ccc(OC)cc2OC)s1
  HCMV inh: 51 | AMA1-RON2 inh: -1% | AmpC inh no detg: 12% | Sm TGR inh: x | FBPA Giardia inh: -4% | AmpC detergent: -6%
> CCC(=O)N1CCc2cc(-c3csc(NC(=O)c4ccco4)n3)ccc21
  HCMV inh: 43 | AMA1-RON2 inh: -2% | AmpC inh no detg: 7% | Sm TGR inh: -10% | FBPA Giardia inh: -15% | AmpC detergent: -6%
> CC1CCCC(NC(=O)COC(=O)c2cc(S(=O)(=O)N3CCCCC3)ccc2N2CCOCC2)C1C (centres undefined)
  HCMV inh: 49 | AMA1-RON2 inh: 5% | AmpC inh no detg: 134%[activator] | Sm TGR inh: -2% | FBPA Giardia inh: -1% | AmpC detergent: 1%
